# FBW7 act: human FBW7 E3 ligase activation, primary screen. Q969H0. AlphaScreen FBW7–phospho-cyclin E peptide binding, activator screen. normalized activity (activation), % at 26.1 µM. 0.13% of 650,000 active; in the data active means normalized activity above about 1.9%;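 further: purified mutant Fbw7 with reduced substrate affinity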
# TEAD-YAP inh: TEAD-YAP interaction inhibition; HEK-TIYL cells, TEAD-Gal4/YAP UAS-luciferase luminescence; inhibition, % at 9.12 µM; 1.4% of 640,000 active; in the data active means inhibition above about 32%;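 further: 0% = median of test compound wells and 100% = reference inhibitor wells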
# MITF inh: inhibitors of human MITF; AID 1259374; O75030; 0.91% of 650,000 active; inhibition, % at 2.6 µM; AlphaScreen MITF homodimerization, bead proximity signal; in the data active means inhibition above about 50%;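 further: 0% = vehicle wells with protein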
# Target sequence (O75030 whole entry, looked up): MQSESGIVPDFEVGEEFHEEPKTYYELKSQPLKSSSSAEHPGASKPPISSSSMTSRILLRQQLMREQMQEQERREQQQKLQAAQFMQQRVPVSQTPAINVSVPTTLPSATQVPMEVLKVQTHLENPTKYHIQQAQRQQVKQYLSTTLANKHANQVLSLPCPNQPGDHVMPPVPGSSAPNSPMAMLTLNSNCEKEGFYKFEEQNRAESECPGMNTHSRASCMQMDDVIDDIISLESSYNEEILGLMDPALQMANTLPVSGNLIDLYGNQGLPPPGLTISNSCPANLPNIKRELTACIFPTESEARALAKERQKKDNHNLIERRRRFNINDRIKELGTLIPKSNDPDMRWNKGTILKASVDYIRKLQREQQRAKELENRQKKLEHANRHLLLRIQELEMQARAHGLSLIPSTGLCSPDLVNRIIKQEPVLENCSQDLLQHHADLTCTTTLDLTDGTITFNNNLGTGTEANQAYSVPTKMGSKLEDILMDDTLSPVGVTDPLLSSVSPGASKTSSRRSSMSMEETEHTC
# GPR151 activ: activates the human receptor GPR151; activation, % at 11.2 µM; PathHunter beta-arrestin GPR151 cells, luminescence; Q8TDV0; 1% of 650,000 active; in the data active means activation above about 4.9%;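 further: 0% = median of compound wells and 100% = cells with positive control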
# Target sequence (Q8TDV0 whole entry, looked up): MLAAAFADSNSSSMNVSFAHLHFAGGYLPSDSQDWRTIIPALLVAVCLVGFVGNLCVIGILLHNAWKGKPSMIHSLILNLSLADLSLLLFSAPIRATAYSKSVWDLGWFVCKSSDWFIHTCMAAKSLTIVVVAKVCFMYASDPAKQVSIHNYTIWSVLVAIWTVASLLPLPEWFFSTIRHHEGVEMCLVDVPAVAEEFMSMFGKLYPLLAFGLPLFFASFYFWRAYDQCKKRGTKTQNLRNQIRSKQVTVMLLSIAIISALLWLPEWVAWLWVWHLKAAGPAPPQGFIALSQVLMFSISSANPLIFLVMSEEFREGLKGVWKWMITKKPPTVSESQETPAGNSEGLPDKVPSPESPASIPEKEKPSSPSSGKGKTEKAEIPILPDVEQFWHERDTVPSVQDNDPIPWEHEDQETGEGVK
# * marks the source's active call; other numbers are inactive results; · = not tested or not shown; & = joins results of further samples.
SMILES,FBW7 act,TEAD-YAP inh,MITF inh,GPR151 activ
O=c1/c(=C/c2ccc([N+](=O)[O-])cc2)sc2nc(-c3cccs3)nn12,0.7,-4.7,16.5,-0.3
O=C(Cn1nc2c(c1NC(=O)C1CC1)CSC2)NCc1ccc(F)cc1,0.0,5.5,1.5,-0.9
Clc1ccc(CSc2ncccn2)c(Cl)c1,-0.1,-16.2,0.4,-0.1
CCCCC[C@@H](O)/C=C/[C@@H]1[C@@H](C/C=C\CCCC(=O)O)[C@@H](O)C[C@H]1O,·,·,8.7,2.0
CCNC(=S)NC(C(=O)OC)C12CC3CC(CC(C3)C1)C2 (stereo not given),0.6&0.0,-3.7&-4.1,16.4&3.3,-0.6&1.1
CC(=O)Oc1ccc(C(=O)Nc2cccc(C(=O)c3cccc(NC(=O)c4ccc(OC(C)=O)cc4)c3)c2)cc1,0.1,9.4,9.2,0.4
COc1ccc(C(=O)N2CCC(c3nc4ccc(C)cc4[nH]3)CC2)cc1OC,0.3,-9.3,4.2,-0.6
CCOc1ccc(/C=C/C(O)=C2/C(=O)N(C)C3(C)CC2c2ccccc2O3)cc1OC (stereo not given),0.0,1.8,7.1,0.5
COc1ccc(N2CCN(Cc3nnc(-c4ccc5c(c4)OCO5)o3)CC2)cc1,0.3,0.6,-1.7,-0.7
CCOC(=O)Cc1csc(NC(=O)c2ccccc2)n1,0.1,-47.3,19.8,-1.4
S=C(NCc1ccncc1)Nc1ccc(Br)cc1,0.0,1.4,-7.8,2.6
CCc1noc(C)c1C(=O)N1CC(=O)N(c2ccccc2SC)C(C)C1 (stereo not given),0.0,1.8,5.3,-0.8
CCCCOc1ccc(N2C(=O)CC(NCc3ccc4c(c3)OCO4)C2=O)cc1 (stereo not given),0.0,-5.0,-8.6,-1.1
NC(=O)c1c(NC(=O)c2cc(=O)[nH]c3ccccc23)sc2c1CCCC2,-0.1,0.4,-2.4,-0.2
COc1ccc(C(=O)COC(=O)CN2c3nc4ccccc4nc3C3C=CC=CC32)cc1 (stereo not given),0.1,-16.0,10.1,0.2
Cc1ccccc1CNS(=O)(=O)c1ccc2c(c1)OCCO2,0.1,5.7,-13.0,1.1
CCOC(=O)c1c(NC(=O)CSc2nnc(CNC(=O)c3ccc(OC)cc3)n2CCc2ccccc2)sc2c1CCC2,0.1,3.9,-0.7,1.2
COc1ccc(C(=O)Nc2cc(Cl)ccc2C)cc1OC,0.4,1.9,5.8,0.0
O=C(CCC1(Cc2ccsc2)CCC(=O)N1)NCC(c1ccc(F)cc1)N1CCCC1 (stereo not given),0.2,10.4,-1.2,-0.9
CCOC(=O)c1c(NC(=O)COc2ccccc2C(C)(C)C)sc2c1CCC(C)C2 (stereo not given),0.0,-5.1,2.7,0.0
COc1ccc(C(=O)CSc2nncn2C)cc1OC,0.1,-5.8,-4.4,-0.1
CC(C)[C@H](NC(N)=O)C(=O)Nc1cccc(S(=O)(=O)NC2=NCCCCC2)c1,-0.1,7.7,-4.5,-1.6
O=Cc1ccccc1OCC(=O)NC1CCCCC1,0.1,-18.6,-7.3,0.4
Cc1cccc(C)c1NC1=NC(=S)N(c2ccccc2)C1(C)Cc1ccccc1 (stereo not given),0.3,13.3,4.1,2.1
CCSc1sc(CC)cc1C1C(C(=O)Nc2cccc(C)n2)=C(C)NC2=C1C(=O)CC(c1ccccc1)C2 (stereo not given),-0.1,6.2,-7.7,0.9
SMILES,FBW7 act,TEAD-YAP inh,MITF inh,GPR151 activ
COc1cc2nc(Nc3ccc(N4CCOCC4)cc3)nc(Nc3ccc(NC(C)=O)cc3)c2cc1OC,-0.5,-12.5,15.8,-0.6
COc1ccc(CN2CCCC(C(=O)NN)C2)c(OC)c1OC (stereo not given),-0.2,-9.6,44.1,-0.3
CCOC(=O)c1c(NC(=O)COc2cccc(C)c2C)sc2c1CCC(CC)C2 (stereo not given),0.0,-2.0,-4.5,-1.0
O=C(CNC(=S)N(Cc1ccccc1)Cc1cccs1)NCCc1ccccc1,0.8,-21.7,7.1,-1.0
CC(C)C(NS(C)(=O)=O)c1nnc2n1CCN(Cc1ccc(N3CCCC3)cc1)CC2 (stereo not given),0.4,6.8,19.7,-0.2
O=C(CCC(=O)c1ccc(F)cc1)Nc1cccc2ccccc12,0.0,10.2,0.1,1.2
CC(=O)Nc1ccc(NC(=O)COC(=O)c2cc(C)n(-c3ccc(C)cc3)c2C)cc1,0.1,3.5,6.3,-0.3
Oc1nc(-c2ccccc2)n2ccncc12,0.4,-2.4,9.3,-0.1
COc1ccc(C2CC(C(F)(F)F)n3ncc(C(=O)Nc4cc(Cl)ccc4C)c3N2)cc1OC (stereo not given),0.1,-16.9,9.4,-0.8
C/C(CC(=O)Nc1ccccn1)=N\NC(=O)c1ccc([N+](=O)[O-])cc1Cl,-0.2,6.8,1.2,-0.3
COc1ccc(C)cc1NC(=O)CN(c1ccccc1OC)S(C)(=O)=O,0.0,-1.4,0.5,0.0
COC(=O)c1ccccc1NC(=O)Cn1cnc2c(cnn2-c2ccccc2)c1=O,-0.1,-22.7,-7.0,-0.8
CC(C)n1c(Nc2ccc(N3CCOCC3)cc2)nc2c(NCc3ccccc3)ncnc21,0.0,-32.0,19.4,-0.7
CCN1C(=O)S/C(=C/c2ccsc2)C1=O,0.0,-12.1,8.5,-1.0
CCCNc1cc(Nc2ccccn2)ncn1,0.2,-32.9,1.9,-3.0
COCc1nnc(NC(=O)c2ccc(Cl)cc2[N+](=O)[O-])s1,0.3,-14.0,10.3,-0.2
Cc1cc(C)nc(N2CCN(CC(=O)Nc3cccc(C(F)(F)F)c3)CC2)n1,0.1,7.6,8.6,0.1
OCCNc1ccnc(-c2ccc(N3CCOCC3)nc2)n1,0.2,-15.4,38.3,-4.1
O=C(Nc1ccccc1Cl)C1COc2ccccc2O1 (stereo not given),-0.1,-60.5,-0.7,-0.4
N#CCCn1cc(/C=N/NC(N)=S)c(-c2ccc(Br)cc2)n1,0.1,-2.7,13.1,0.1
C=CCNC(=O)[C@H]1C=CCN1C(=O)c1ccccc1F,0.2,-2.0,13.6,-0.5
Cc1ccc(C)c(N(CC(=O)NCC2CCCO2)S(C)(=O)=O)c1 (stereo not given),0.8,3.5,9.0,-0.6
COc1cc(NC(=O)C(C)(C)C)c(C(=O)OCC(=O)Nc2cc(C)on2)cc1OC,-0.1,1.9,12.1,-0.3
COc1cccc(N2C(=O)CC(SC(N)=Nc3ccccc3)C2=O)c1 (stereo not given),0.0,-2.5,-3.5,10.0*
O=C(CCS(=O)(=O)c1cccc2nonc12)NCc1ccc(F)cc1,0.5,7.8,19.2,-1.2

# Ordered by SMILES length (largest number first): part of the list above.
SMILES,FBW7 act,TEAD-YAP inh,MITF inh,GPR151 activ
COc1ccc(C2CC(C(F)(F)F)n3ncc(C(=O)Nc4cc(Cl)ccc4C)c3N2)cc1OC (stereo not given),0.1,-16.9,9.4,-0.8
COc1cc(NC(=O)C(C)(C)C)c(C(=O)OCC(=O)Nc2cc(C)on2)cc1OC,-0.1,1.9,12.1,-0.3
CC(C)n1c(Nc2ccc(N3CCOCC3)cc2)nc2c(NCc3ccccc3)ncnc21,0.0,-32.0,19.4,-0.7
COC(=O)c1ccccc1NC(=O)Cn1cnc2c(cnn2-c2ccccc2)c1=O,-0.1,-22.7,-7.0,-0.8
COCc1nnc(NC(=O)c2ccc(Cl)cc2[N+](=O)[O-])s1,0.3,-14.0,10.3,-0.2
CCN1C(=O)S/C(=C/c2ccsc2)C1=O,0.0,-12.1,8.5,-1.0
Oc1nc(-c2ccccc2)n2ccncc12,0.4,-2.4,9.3,-0.1

# Going on with the list.
SMILES,FBW7 act,TEAD-YAP inh,MITF inh,GPR151 activ
CCCC(=O)Oc1ccc2ccc(=O)oc2c1,0.0,-4.1,-10.6,-2.2
COc1ccc(N2C(=O)CSC2c2ccc([N+](=O)[O-])cc2)c(OC)c1 (stereo not given),0.0,-8.0,16.1,-1.9
COc1cc(C(=S)N2CCOCC2)ccc1OC(=O)c1ccccc1,-0.1,-2.0,2.3,2.3
O=C(CCC1CCN(C(=O)c2cccc(-n3cccn3)c2)CC1)Nc1ccccc1,0.7,-8.8,-4.3,-0.8
COc1cccc(C(=O)N2CC[C@@H]3[C@H](CCCN3C(=O)c3occc3C)C2)c1,0.0,0.4,15.8,1.1
CCc1ccc(-c2csc(-c3ccncc3)n2)cc1,0.3,-41.0,8.8,-1.0
NC(=O)COc1ccc(C=O)cc1Cl,0.2,-4.8,10.8,0.1
CN1C(=O)c2cccc(NC(=O)C(C)(C)C)c2C1=O,-0.2,10.2,-2.8,-1.5
O=C(Cn1cnc2ccccc21)c1ccc(Br)cc1,-0.2,-32.8,17.8,3.3
Cc1ccc(C2=NC(C)(c3cccc(Cl)c3)NC(c3ccccc3O)C2)cc1 (stereo not given),-0.1,-58.7,-5.7,-2.8
CCc1ccc2oc(-c3ccc(OC)cc3)cc(=NCC(=O)O)c2c1,-0.1,6.6,15.6,-3.5
N/C(=N\c1nc2cc(Cl)ccc2o1)NC(=O)c1ccccc1,0.0,-0.5,3.9,0.2
COc1cc([N+](=O)[O-])ccc1NC(=O)Nc1ccc(Cl)cc1F,-0.1,-1.1,-6.3,6.2*
CCCCCCNC(=O)c1ccc(N2CCc3ccccc32)c([N+](=O)[O-])c1,-0.5,-8.0,16.1,2.2
O=C(COn1nnc2ccc(Cl)cc21)NC(=O)NC1CCCCC1,0.2,-3.1,-8.4,-0.6
CC1(C)CC(=O)C/C(=N\NC(=O)C2C3CCCCC32)C1 (stereo not given),0.0,-14.0,-5.3,2.6
O=C(CN1C(=O)CC(c2ccco2)Sc2ccccc21)Nc1ccccc1 (stereo not given),0.2,8.3,7.9,-1.0
O=C(Nc1cc(C(F)(F)F)ccc1-n1ccnc1)c1ccc([N+](=O)[O-])o1,0.0,-14.8,2.5,3.2
Cc1cc(C)cc(-n2c(SCC(=O)NCc3ccc(F)cc3)nc3c(c2=O)SCC3)c1,0.0,-8.1,-0.9,-0.3
COc1ccc(NC(=O)c2cc(Cl)ccc2Nc2ccccc2)cc1OC,0.0,8.5,-3.3,-0.9
O=C1C2Cc3ccccc3CN2C(=S)N1Cc1ccc2c(c1)OCO2 (stereo not given),0.0,4.9,7.6,0.2
Cc1cccc(CN2CCN(Cc3ccc(C#CC(C)(C)O)s3)CC2CCO)n1 (stereo not given),0.1,6.1,-0.6,0.1
Cc1ccc(C2C(C#N)=C(N)OC3=C2C(=O)CC(C)(C)C3)cc1 (stereo not given),-0.1,10.7,8.7,-0.7
CS(=O)(=O)NCC(c1ccco1)N1CCN(c2ccc(F)cc2)CC1 (stereo not given),0.1,0.0,-1.8,0.8
CCCN1C(=O)S/C(=C\c2c(NCCOC)nc3ccccn3c2=O)C1=O,-0.1,6.4,8.2,2.9

# Molecules listed so far that have a cyano group, in the order listed:
SMILES,FBW7 act,TEAD-YAP inh,MITF inh,GPR151 activ
N#CCCn1cc(/C=N/NC(N)=S)c(-c2ccc(Br)cc2)n1,0.1,-2.7,13.1,0.1
Cc1ccc(C2C(C#N)=C(N)OC3=C2C(=O)CC(C)(C)C3)cc1 (stereo not given),-0.1,10.7,8.7,-0.7

# Further results follow:
SMILES,FBW7 act,TEAD-YAP inh,MITF inh,GPR151 activ
N#C/C(=C\c1c[nH]c2ccccc12)C(=O)NC1CCCCC1,-0.3,-47.8,-4.8,0.3
COc1cccc(CCNC(=O)C2CCCc3sc(NC(=O)c4ccc(Cl)cc4)nc32)c1 (stereo not given),0.0,-5.9,-6.5,-1.6
COC(=O)c1ccccc1NC(=O)Cn1c(-c2nonc2N)nc2ccccc21,0.2,53.8*,11.0,0.0
CC(=O)N1CCc2cc(Br)cc(S(=O)(=O)N3CCN(c4cc(C)ccc4C)CC3)c21,0.8,-2.7,17.6,0.2
COc1ccc(C(=O)NCC2CCC3(CCN(C(=O)CC(C)C)CC3)O2)cc1 (stereo not given),0.0,3.9,10.7,2.3
Cc1[nH]c2ccccc2c1/C=N/n1c(C)n[nH]c1=S,0.0,0.4,-8.2,-0.2
O=C(CCC(=O)OCc1ccc([N+](=O)[O-])cc1)Nc1ccc(F)cc1,0.2,0.6,2.8,-1.0
CCN1C(=O)/C(=C/C=C2/Sc3ccccc3N2CC)SC1=Nc1ccc(Oc2ccccc2)cc1,0.1,-6.2,-3.7,0.1
COc1ccc(-c2noc(CCC(=O)NC3CCCCC3)n2)cc1,0.1,-9.8,-13.8,0.6
COc1ccccc1-n1nc(C(=O)N2CCN(C)CC2)c2ccccc2c1=O,-0.1,-4.5,-0.6,-1.4
O=c1[nH]c2ccccc2nc1-c1ccccc1NCc1cc(C(F)(F)F)cc(C(F)(F)F)c1,0.0,3.4,4.1,-1.3
O=C(N/N=C/c1cc(Cl)cc([N+](=O)[O-])c1O)C1COc2ccccc2O1 (stereo not given),-0.2,1.1,-14.5,0.8
O=[N+]([O-])c1ccc(N2CCOCC2)cc1Sc1cccc2cccnc12,0.3,-33.4,10.6,-1.8
COc1cccc(N(CC(=O)Nc2ccc(C)c(Cl)c2)S(C)(=O)=O)c1,0.0,-0.1,10.9,0.8
COc1cc(/C=N/NC(=O)CC2(C)OCCO2)ccc1O,0.0,-3.0,0.2,-1.1
COC(=O)c1c(CCl)nc2ccccc2c1C,-0.2,-0.9,0.3,0.3
COc1ccc(Cc2nc3c4cnn(-c5ccccc5)c4ncn3n2)cc1OC,1.0,4.0,12.7,-0.7
O=C(COC(=O)c1ccc(N2C(=O)C3C4CCC(C4)C3C2=O)cc1)c1ccc([N+](=O)[O-])cc1 (stereo not given),0.0,0.6,18.8,0.0

# Assay outcomes: PubChem, The Scripps Research Institute Molecular Screening Center
